Compound activity deposited in PubChem BioAssay by National Center for Advancing Translational Sciences (NCATS).
aGlu spleen mod = lysosomal alpha-glucosidase (human) modulation. human spleen homogenate, 4-MU-alpha-glucoside fluorescence. Potency, µM (doses to about 79.9 µM), without a hit: at the highest dose activity change, negative = inhibition, actives largely listed as inhibitors. 240,000 compounds, 0.006% hits. AID 2112;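 further: 0% = enzyme with vehicle and -100% = no enzyme basal signal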
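Human spleen homogenate (1 ug) with 4-methylumbelliferyl-alpha-D-glucopyranoside (1 mM final) in 50 mM citrate/phosphate pH 5.0, 0.01% Tween-20; 40 min at 37 C. Stopped at pH 10; 4-MU fluorescence Ex 365/Em 440 nm; AC50 by Hill fit.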
Tau FP inhib = tau fibrillization inhibition (FP). Potency, µM (series often up to 57.7 µM), inactives show at the top dose activity, negative = inhibition, usual class: inhibitors. AID 1468. K18 P301L tau heparin fibrillization, Alexa594 FP, 6 h. 280,000 compounds, 0.39% hits; further: on the % scale 0 is the no-effect control and ±100 the full control effect; nearly all actives have a fitted effect of over 55% in size
Target sequence (P10636 561-689 P618L limits assumed): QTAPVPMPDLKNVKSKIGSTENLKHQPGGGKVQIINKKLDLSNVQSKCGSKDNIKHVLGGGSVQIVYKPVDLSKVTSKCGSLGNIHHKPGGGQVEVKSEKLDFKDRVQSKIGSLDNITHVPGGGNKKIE
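Recombinant K18 P301L […], labeled with Alexa 594 at 0.24 uM over 15 uM unlabeled; heparin inducer 20 uM final; 37 C, 6 hr; FP endpoint.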
HTT cytoprotect = cytoprotection in Huntington HTT-Q103 PC12 cell model; 230,000 compounds, 0.14% hits; Potency, µM (titrated, usually from 56.4 µM), for inactives: cytoprotection (ATP increase), hits mostly activators; PC12 HTT-Q103 induced, cytoprotection, ATP luminescence, 40 h; AID 1471;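 further: % of control where 0% means no effect; nearly all actives have a fitted effect of over 45% in size; toxic huntingtin expression switched on by the ecdysone agonist tebufenozide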
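Quantitative HTS on tebufenozide-induced (100 nM) PC12 cells expressing HTTQ103 exon 1–GFP; compounds tested as a concentration series; survival measured via cellular ATP.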
GAA glycogen = alters human alpha-glucosidase cleavage of glycogen; recombinant GAA, glycogen substrate, Amplex Red glucose oxidase fluorescence; 300,000 compounds, 0.38% hits; P10253; AID 2100; Potency, µM (highest dose often 76.4 µM), inactives show at the top dose activity change, negative = inhibition, actives largely listed as inhibitors;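 further: 0% = full enzyme reaction and -100% = no-enzyme basal signal; the screen sought inhibitors and activators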
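Recombinant human enzyme (4 nM); glycogen substrate; 37 C, 40 min, pH 5.0. Readout: coupled glucose oxidase/Amplex Red fluorescence.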
Tau fluor counter = counter-screen for tau fibril formation inhibitors | 280,000 compounds, 0.93% hits | AID 1463 | Potency, µM (doses to about 57.7 µM), for inactives: at the top dose activity change, negative = decrease | tau K18 P301L Alexa594 fluorescence, heparin fibrillization; further: on the % scale 0 is the no-effect control and ±100 the full control effect; nearly all actives have a fitted effect of over 55% in size
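Human tau K18 P301L (15 uM unlabeled, 0.24 uM Alexa 594-labeled) in 100 mM sodium acetate pH 7 with 20 uM heparin, 6 hr at 37 C. ThT 30 uM added, 1 hr ambient; Alexa 594 FP and total fluorescence read at 555/632 nm.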
aGal spleen mod = alpha-galactosidase A (human) modulation; human spleen homogenate, 4MU-alpha-Gal fluorescence, 40 min; Potency, µM (highest dose often 80 µM), inactives show at the top dose activity change, negative = inhibition, usual class: inhibitors; 240,000 compounds, 0.008% hits;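 further: 0% = enzyme with vehicle and -100% = no enzyme basal signal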
Target sequence (P06280 32-429 limits assumed): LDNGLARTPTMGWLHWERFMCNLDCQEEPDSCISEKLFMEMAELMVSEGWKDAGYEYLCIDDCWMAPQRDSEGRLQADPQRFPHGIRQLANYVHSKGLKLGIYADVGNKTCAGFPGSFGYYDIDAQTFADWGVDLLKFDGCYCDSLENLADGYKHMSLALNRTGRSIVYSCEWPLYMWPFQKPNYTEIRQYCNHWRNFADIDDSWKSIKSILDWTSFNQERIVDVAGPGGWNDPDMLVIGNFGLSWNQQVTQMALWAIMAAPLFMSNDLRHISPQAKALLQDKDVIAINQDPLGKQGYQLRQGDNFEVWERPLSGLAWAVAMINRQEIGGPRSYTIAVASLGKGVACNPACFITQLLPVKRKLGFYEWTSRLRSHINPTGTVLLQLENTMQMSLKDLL
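qHTS titration in buffer at pH 5.0. Alpha-galactosidase activity in spleen homogenate was measured via 4-methylumbelliferone release from 1 mM fluorogenic substrate after 40 min at 37C and a pH 10 stop. AC50 came from Hill fits of control-normalized data.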
GAA inh = alpha-glucosidase (human) inhibition; P10253; purified human GAA, 4-MU-alpha-glucoside fluorescence; Potency, µM (highest dose often 76.9 µM), for inactives: at the highest dose activity change, negative = inhibition, usual class: inhibitors; 200,000 compounds, 0.005% hits;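 further: plate controls were uninhibited enzyme wells for no effect and no-enzyme background for full effect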
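Fluorescence at Ex 365/Em 440 nm from 4-methylumbelliferone reported enzyme activity after 20 min at room temperature. Reactions used 4 nM enzyme and 400 uM substrate at pH 5.0; curves fitted with the Hill equation.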
Tau ThT inhib = tau fibrillization inhibition (ThT binding) | P10636 | recombinant tau K18 P301L (four-repeat tau fragment), heparin-induced fibrillization, ThT fluorescence | Potency, µM (titrated, usually from 57.4 µM), for the others: top-dose activity, negative = inhibition, usual class: inhibitors | 270,000 compounds, 2.1% hits | AID 1460; further: on the % scale 0 is the no-effect control and ±100 the full control effect; nearly all actives have a fitted effect of over 55% in size
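Heparin-induced (20 uM) aggregation of recombinant human K18 P301L tau, 15 uM unlabeled with 0.24 uM labeled, pH 7 acetate buffer, 6 hr at 37 C with compound. Fibrils quantified by 30 uM ThT fluorescence after 1 hr ambient incubation.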
Starred values were filed as active, the others as inactive; ? = inconclusive; . = no result given; [ ] = another dose, or the depositor's remark. The call rests on the fitted dose curve; in most records, active means well fitted curve in the direction sought with a large enough effect; inconclusive means small, poorly fitted or top-dose-only effect, or another doubt; inactive means no such curve, though single readings can be large; an effect the other way counts as inactive or inconclusive. Potency means the concentration at half of the fitted maximal effect.

1) Cc1cccc(NC(=O)Nc2nnc(N3CCCC3)s2)c1
2) COc1ccc(C(=O)NC(=S)Nc2nc(C)c(C(=O)N(C)C)s2)cc1
3) CCN1C(=O)/C(=C/c2c(C)nn(C)c2C)SC1=S
4) Cc1ccc(S(=O)(=O)c2cnc3cc(C)nn3c2N)cc1
5) Cc1ccc(OC(=O)c2cc(-c3ccccc3)nc3ccc(C)cc23)cc1
6) C=CCOc1nc2c(c(=O)n(Cc3ccc(Cl)cc3)c(=O)n2C)n1C
Assay by compound	1	2	3	4	5	6
aGlu spleen mod	.	-11%	-5%	0%	.	-7%
Tau FP inhib	1%	-4%	-14%	-5%	?	-4%
HTT cytoprotect	.	-6%	-12%[10 µM]	4%[10 µM]	.	-33%
GAA glycogen	-7%[76.3 µM]	0%	7%	-1%	12%[76.3 µM]	13%
Tau fluor counter	-3%	-7%	-21%	-1%	-29%	2%
aGal spleen mod	.	-2%	0%	1%	.	-14%
GAA inh	.	-13%	-5%	0%	.	3%
Tau ThT inhib	0%	-11%	?	1%	-7%	-2%

7) COCCn1c(CNc2ccc(F)cc2)nnc1SCC(=O)Nc1ccc(OC)cc1OC
8) NC(=O)CC(NC(=O)c1ccccc1)c1ccc(NCCc2ccc(Cl)cc2)c([N+](=O)[O-])c1 (configuration not stated)
9) CCOc1ccc(CCNC(=O)Cn2nnc(-c3ccc(OC)c(OC)c3)n2)cc1OCC
10) COCCn1cc(C(=O)N2CCN(C)CC2)c2c3ccccc3n(C)c2c1=O
11) CCCCNC(=O)CCC(=O)Nc1ccc2nc(N3CCN(C)CC3)cc(C)c2c1
12) COCCOC(=O)C1=C(C)NC2=C(C(=O)CC(C)(C)C2)C1c1ccc(N(C)C)cc1 (configuration not stated)
Assay by compound	7	8	9	10	11	12
aGlu spleen mod	5%	9%	.	21%	7%	-3%
Tau FP inhib	11%	-12%	-19%	-3%	8%	10%
HTT cytoprotect	11%[10 µM]	25%[10 µM]	.	-23%	-8%	-11%[10 µM]
GAA glycogen	1%	4%	-10%[76.3 µM]	1%	1%	-23%
Tau fluor counter	-15%	?	-20%	0%	-7%	-7%
aGal spleen mod	5%	14%	.	?	23%	7%
GAA inh	6%	.	.	?	-4%	-8%
Tau ThT inhib	-16%	13µM*	-7%	-10%	-9%	-3%

13) COc1cc(OC)cc(C(=O)N2CCN(C(=O)COc3ccccc3)CC2)c1
14) CC1Cn2c(COc3ccccc3)nnc2S1 (configuration not stated)
15) CC(C)(C)C1CCC(=NNC(=O)C(=O)NCc2cccnc2)CC1 (configuration not stated)
16) O=C(Nc1ccccc1C(=O)O)c1cccc(NC(=O)c2ccc(Br)o2)c1
17) C=C[C@]1(C)CC(=O)[C@@]2(O)[C@@]3(C)C(O)CCC(C)(C)C3C(O)C(OC(C)=O)[C@@]2(C)O1 (some centres not stated)
18) Cc1ccc2cccc(NC(=S)NC(=O)c3c(Br)cnn3C)c2n1
Assay by compound	13	14	15	16	17	18
aGlu spleen mod	.	-3%	-2%	-3%	-13%	1%
Tau FP inhib	0%	-3%	-2%	8%	-7%	-2%
HTT cytoprotect	.	8%[10 µM]	.	1%[10 µM]	-36%[inhibitor]	40%[10 µM]
GAA glycogen	16%[76.3 µM]	3%	14%	3%	.	-1%
Tau fluor counter	-8%	4%	-1%	-13%	-5%	-21%
aGal spleen mod	.	-3%	5%	-2%	0%	2%
GAA inh	.	1%	-2%	-4%	.	-2%
Tau ThT inhib	-3%	1%	-2%	-6%	0%	?

19) Cc1nnc(NC(=O)c2ccccc2C(=O)O)s1
20) N#Cc1nc(Cc2cccc3ccccc23)oc1NCc1ccc2c(c1)OCO2
21) CCOC(=O)CSc1n[nH]c(NS(=O)(=O)c2ccccc2C(F)(F)F)n1
22) CCCOc1ccc(C(=O)Nc2cccc(-c3nc4ccccc4[nH]3)c2)cc1
23) COc1ccc(N2CCN(CC(O)COc3ccc(C(C)C)c(C)c3)CC2)cc1 (configuration not stated)
24) COc1ccc(C2(C)NC(=O)N(CC(=O)Nc3ccc4c(c3)OCO4)C2=O)cc1OC (configuration not stated)
Assay by compound	19	20	21	22	23	24
aGlu spleen mod	-10%	6%	6%	.	.	-5%
Tau FP inhib	6%	-3%	1%	25µM*	6%	?
HTT cytoprotect	-7%	-7%[0.074 µM]	27%[10 µM]	.	.	-4%
GAA glycogen	3%	?	17%	-15%[76.3 µM]	-22%[76.3 µM]	13%
Tau fluor counter	-4%	?	1%	10µM*[quencher]	-27%	-14%
aGal spleen mod	-4%	9%	-4%	.	.	7%
GAA inh	-5%	-5%	13%	.	.	-13%
Tau ThT inhib	8%	-10%	3%	?	?	?

From compound 21 to 24, as listed above:
21) CCOC(=O)CSc1n[nH]c(NS(=O)(=O)c2ccccc2C(F)(F)F)n1
22) CCCOc1ccc(C(=O)Nc2cccc(-c3nc4ccccc4[nH]3)c2)cc1
23) COc1ccc(N2CCN(CC(O)COc3ccc(C(C)C)c(C)c3)CC2)cc1 (configuration not stated)
24) COc1ccc(C2(C)NC(=O)N(CC(=O)Nc3ccc4c(c3)OCO4)C2=O)cc1OC (configuration not stated)
Assay by compound	21	22	23	24
aGlu spleen mod	6%	.	.	-5%
Tau FP inhib	1%	25µM*	6%	?
HTT cytoprotect	27%[10 µM]	.	.	-4%
GAA glycogen	17%	-15%[76.3 µM]	-22%[76.3 µM]	13%
Tau fluor counter	1%	10µM*[quencher]	-27%	-14%
aGal spleen mod	-4%	.	.	7%
GAA inh	13%	.	.	-13%
Tau ThT inhib	3%	?	?	?

Later entries
25) O=C1CCC/C(=N/NC(=O)c2sc3ccccc3c2Cl)C1
26) Cc1ccc(NC(=O)Nc2ccc3c(c2)N(C)C(=O)CS3)nc1
27) C[C@@]1(O)C(O)[C@@H](CO)O[C@H]1n1cnc2c(NC3CCCC3)nc(Cl)nc21 (some centres not stated)
28) O=C(OCc1nc2ccccc2s1)c1ccco1
29) O=C(Nc1sc2c(c1C(=O)NCc1cccnc1)CCCC2)c1cc(=O)c2ccccc2o1
30) CC(=O)NO
Assay by compound	25	26	27	28	29	30
aGlu spleen mod	2%	0%	4%	-2%	.	-1%
Tau FP inhib	1%	?	-3%	6%	-6%	1%
HTT cytoprotect	-18%[10 µM]	32%[10 µM]	-41%[inhibitor]	-19%	.	-1%
GAA glycogen	?	4%	.	-3%	14%[76.3 µM]	.
Tau fluor counter	-21%	-26%	-10%	-13%	-16%	-7%
aGal spleen mod	1%	4%	-10%	-2%	.	-21%
GAA inh	.	-7%	.	4%	.	.
Tau ThT inhib	?	-17%	-3%	-13%	?	-1%

31) O=C1COc2ccc(C(=O)CSc3nnc(NCc4ccccc4)s3)cc2N1
32) Nc1cc(C(=O)O)ccc1Nc1ccc(F)c(F)c1
33) COc1ccc(/C=N/n2c(-c3n[nH]c4c3CCC4)n[nH]c2=S)cc1OC
34) O=C(CCl)Nc1cccc(S(=O)(=O)N2CCCCCC2)c1
35) Cc1csc(NC(=O)CSc2nc(C(C)C)nc3c2c(=O)n(C)c(=O)n3C)n1
36) O=C(Cn1cccc1)N1CCN(c2ccc(F)cc2)CC1
Assay by compound	31	32	33	34	35	36
aGlu spleen mod	-2%	3%	9%	0%	-9%	-4%
Tau FP inhib	-2%	8%	-14%	2%	5%	8%
HTT cytoprotect	-11%[10 µM]	-2%	12%[10 µM]	31%[10 µM]	4%	-6%
GAA glycogen	-6%	12µM*	-28%	-8%	2%	-2%
Tau fluor counter	-26%	-1%	-2%	-14%	-12%	-5%
aGal spleen mod	3%	5%	20%	1%	-23%	-7%
GAA inh	.	-6%	0%	2%	-2%	-1%
Tau ThT inhib	?	-11%	3%	-7%	-7%	-10%

37) Cc1ccc(-c2c3c(=O)n(C)c(=O)n(C)c3c3n2-c2ccccc2NC3c2ccc(C)cc2O)cc1 (configuration not stated)
38) CCc1c(C)nc2[nH]nc(-c3ccccc3)n2c1=O
39) COc1ccc(C(=O)Nc2cccc(C(=O)N3CCCC3)c2)cc1
40) Cc1c(NC(=O)COc2ncnc3ccccc23)c(=O)n(-c2ccccc2)n1C
41) CC1(CC(=O)Nc2ccccc2)NC(=S)N(c2ccccc2)N1 (configuration not stated)
42) O=C(CN1C(=O)C2CC=CCC2C1=O)Nc1nnc(SCc2ccc(Cl)cc2)s1 (configuration not stated)
Assay by compound	37	38	39	40	41	42
aGlu spleen mod	.	0%	5%	-3%	-3%	-2%
Tau FP inhib	6%	-7%	5%	3%	7%	1%
HTT cytoprotect	.	-13%	-34%	4%[10 µM]	4%[10 µM]	7%
GAA glycogen	?	-13%	3%	-3%	-16%	2%
Tau fluor counter	-5%	0%	2%	5%	-9%	-30%
aGal spleen mod	.	-2%	4%	-6%	13%	-7%
GAA inh	.	-11%	-11%	-5%	0%[15.4 µM]	-7%
Tau ThT inhib	-3%	-3%	-2%	3%	-17%	-12%

43) Cc1cc(C)c(NC(=O)Cn2c(=O)n(Cc3ccc(C(=O)NCc4ccco4)cc3)c(=O)c3sccc32)c(C)c1
44) COCCn1nnnc1CN(CCc1ccccc1)Cc1cc2ccc(C)cc2[nH]c1=O
45) Cc1cccc(NC(=O)Cn2nc(-c3ccc(Cl)cc3)c3ccccc3c2=O)c1
46) COc1ccc(C(F)(F)F)cc1NC(=O)c1sc2nc(-c3cccs3)ccc2c1N
47) CCOC(=O)C(=O)Nc1cc([N+](=O)[O-])ccc1C
48) C#CCOCCOCCOCCNc1nc(N2CCOCC2)nc(N2CCN(C(=O)[C@H]([C@@H](C)CC)n3cc(CCCN=C(N)N)nn3)CC2)n1
Assay by compound	43	44	45	46	47	48
aGlu spleen mod	.	6%	.	.	-5%	-7%
Tau FP inhib	-3%	?	-12%	?	0%	-1%
HTT cytoprotect	.	-14%[10 µM]	.	.	1%[1.9 µM]	.
GAA glycogen	-8%[76.3 µM]	-16%	-8%[76.3 µM]	11%[76.3 µM]	8%	3%
Tau fluor counter	-4%	?	-12%	?	-5%	-10%
aGal spleen mod	.	9%	.	.	-4%	11%
GAA inh	.	?	.	.	2%	6%
Tau ThT inhib	-8%	?	7%	-21%	-3%	-10%
